# From PubChem
# miR-122 sensor: blocks miR-122 activity in Huh7 sensor cells; 340,000 tested, 0.3% active; activation (reporter increase), % at 12.5 µM; Huh7 miR-122 Renilla luciferase sensor, 48 h; neutral wells = 0, positive control = 100; AID 602342;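 active means mean replicate activation score at least 90 and every replicate individually at or above 90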;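 further: higher luciferase means less miR-122 activity so hits act as miR-122 inhibitors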
# F508del corr: CFTR F508del correction in bronchial cells; CFBE cells, YFP halide quenching; stimulated with forskolin plus potentiator P3; % fluorescence drop versus neutral controls; activity (quench increase), % at 7.58 µM; 350,000 tested, 0.36% active; AID 720511;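 active means mean added fluorescence quench of at least 8% versus neutral control, with both replicates also reaching 8%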;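 further: cells transiently co-express mutant CFTR-F508del with the halide-sensitive YFP; corrector assay measuring rescue of mutant channel to the surface after 24 h compound exposure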
# Starred values were filed as active, the others as inactive; [ ] = another dose, or the depositor's remark. These rows are one share of the data; rates above refer to the full screens.
miR-122 sensor | F508del corr | Molecule
-18[16.7 µM] | 2.3 | C/C=C/c1ccc([C@@H]2[C@@H](CN(C)C(=O)CC)N(S(C)(=O)=O)[C@H]2CO)cc1
-5[16.7 µM] | 1.8 | C[C@H]1CN([C@@H](C)CO)C(=O)c2cc(NC(=O)C3CCCCC3)ccc2O[C@@H]1CN(C)Cc1ccc(Oc2ccccc2)cc1
-12[16.7 µM] | -1.2 | N#Cc1ccc(-c2ccc3c(c2)[C@@H]2[C@@H](CCN2C(=O)Cc2ccncc2)[C@@H](CO)N3)cc1
-3 | 1.0 | O=C(NCCc1nc(-c2ccccc2)no1)c1ccccc1
0 | -1.6 | CCOc1cc2c(cc1OCC)C(c1ccc(OC)cc1)N(c1ccccc1)C(=O)C2 (configuration not stated)
12[16.7 µM] | -1.1 | CNC[C@H]1OCCCC[C@@H](C)Oc2ccc(NC(=O)CCC(F)(F)F)cc2C(=O)N([C@@H](C)CO)C[C@@H]1C
7 | 4.2 | COc1ccc(-c2c(-c3ccsc3)oc3ccc(N4CCOCC4)cc23)cn1
9[16.7 µM] | 2.3 | C[C@@H]1CN([C@H](C)CO)C(=O)Cc2cc(NC(=O)Nc3ccc(C(F)(F)F)cc3)ccc2O[C@@H]1CN(C)S(=O)(=O)c1ccc(F)cc1
0[16.7 µM] | -2.7 | C[C@H]1CN([C@@H](C)CO)C(=O)c2cccc(NC(=O)c3cnccn3)c2O[C@H]1CN(C)S(=O)(=O)c1ccc(Cl)cc1
-6[16.7 µM] | -0.6 | CO[C@H]1CN(C)C(=O)c2cc(NS(C)(=O)=O)ccc2OC[C@H](C)N(Cc2ccccn2)C[C@H]1C
1[16.7 µM] | 0.4 | COc1ccc(-c2ccc3c(c2)[C@@H]2[C@@H](CCN2Cc2ccncc2)[C@@H](CO)N3)cc1
-1 | -2.6 | NC(=O)CC(NC(=O)Cc1cccc2ccccc12)c1ccc(NCC2CC2)c([N+](=O)[O-])c1 (configuration not stated)
-13 | -5.7 | O=C(O)C1=C[C@@H](C2CC2)C[C@@H](OCCCCO)O1
-2[16.7 µM] | 1.3 | C[C@@H]1CN([C@@H](C)CO)C(=O)c2cccc(NC(=O)C3CCCCC3)c2O[C@H]1CN(C)S(=O)(=O)c1cn(C)cn1
-1[16.7 µM] | -3.2 | O=C(C[C@H]1C[C@H]2c3cc(NC(=O)C4CCC4)ccc3O[C@H]2[C@@H](CO)O1)NC1CCCCC1

# One compound at a time, from the list above:
# `CCOc1cc2c(cc1OCC)C(c1ccc(OC)cc1)N(c1ccccc1)C(=O)C2` (configuration not stated) as listed: miR-122 sensor: 0; F508del corr: -1.6
# `CNC[C@H]1OCCCC[C@@H](C)Oc2ccc(NC(=O)CCC(F)(F)F)cc2C(=O)N([C@@H](C)CO)C[C@@H]1C` as listed: miR-122 sensor: 12[16.7 µM]; F508del corr: -1.1
# `COc1ccc(-c2ccc3c(c2)[C@@H]2[C@@H](CCN2Cc2ccncc2)[C@@H](CO)N3)cc1` as listed: miR-122 sensor: 1[16.7 µM]; F508del corr: 0.4

# Later entries
miR-122 sensor | F508del corr | Molecule
-7[16.7 µM] | -0.5 | C[C@H]1CN([C@@H](C)CO)C(=O)Cc2cc(NS(=O)(=O)c3ccc(F)cc3)ccc2O[C@H]1CN(C)Cc1ccc(-c2ccccc2)cc1
2[16.7 µM] | -2.1 | C[C@@H]1CCCCO[C@@H](CN(C)C)[C@H](C)CN([C@H](C)CO)C(=O)c2cc(NC(=O)C3CCCCC3)ccc2O1
-3[16.7 µM] | 3.0 | C[C@@H]1CN([C@H](C)CO)C(=O)c2cc(Br)cnc2O[C@H]1CN(C)C(=O)C1CCC1
-2 | 4.4 | COc1ccc([C@@H]2[C@@H]3C(=O)N(C(C)(C)C)C(=O)[C@@H]3[C@]3(C)C(=O)N(c4cccc(Cl)c4)C(=O)N23)cc1
2[16.7 µM] | -0.9 | CO[C@H]1CN(C)C(=O)c2cc(NC(=O)Nc3ccc(Cl)cc3)ccc2OC[C@H](C)NC[C@H]1C
-17[16.7 µM] | 0.6 | C/C=C/c1ccc([C@@H]2[C@H](CO)N(C(C)=O)[C@H]2CN(C(=O)COC)C(C)C)cc1
4[16.7 µM] | -2.2 | C[C@@H]1CCCCO[C@H](CN(C)C)[C@H](C)CN([C@H](C)CO)C(=O)c2cc(NC(=O)CCC(F)(F)F)ccc2O1
-20[16.7 µM] | 1.7 | O=C(C1CCOCC1)N1C[C@@H]2[C@H](c3ccccc31)[C@@H](CO)N2C(=O)Cc1ccccn1
-10[16.7 µM] | 1.4 | C[C@H]1CN([C@@H](C)CO)C(=O)Cc2cc(NS(=O)(=O)c3ccc(F)cc3)ccc2O[C@@H]1CN(C)Cc1ccc(Cl)c(Cl)c1
-6[16.7 µM] | 0.5 | C[C@@H]1CN([C@H](C)CO)S(=O)(=O)c2ccc(C#CC3CCCC3)cc2O[C@@H]1CN(C)C(=O)c1cccc(F)c1
-2[16.7 µM] | -2.6 | C[C@@H]1CN([C@H](C)CO)C(=O)c2cc(NS(=O)(=O)c3ccccc3)ccc2O[C@H]1CN(C)S(=O)(=O)c1ccc(F)cc1
-16[16.7 µM] | -0.6 | O=C(Cc1ccccc1)N1CC[C@@H]2[C@H]1c1cc(C#Cc3cccc(F)c3)ccc1N[C@@H]2CO
9[16.7 µM] | 1.8 | COc1ccc(NC(=O)N(C)C[C@@H]2Oc3ccc(NS(=O)(=O)c4ccc(C)cc4)cc3C(=O)N([C@H](C)CO)C[C@@H]2C)cc1
-5 | 0.3 | Cn1cnc(C(=O)NCc2ccc(CNC(=O)OC(C)(C)C)cc2)c1C(=O)NCc1ccc(CNC(=O)OC(C)(C)C)cc1
-4[16.7 µM] | 2.5 | COc1ccc(CN(C)C[C@H]2Oc3ccc(NC(=O)Nc4c(C)noc4C)cc3C(=O)N([C@H](C)CO)C[C@@H]2C)cc1

# Following part
miR-122 sensor | F508del corr | Molecule
-5[16.7 µM] | -0.8 | C[C@@H]1CCCCO[C@@H](CN(C)Cc2ccncc2)[C@@H](C)CN([C@@H](C)CO)C(=O)c2cc(NS(C)(=O)=O)ccc2O1
-6[16.7 µM] | 2.1 | COc1ccc(S(=O)(=O)N(C)C[C@H]2Oc3ccc(NC(=O)NC(C)C)cc3C(=O)N([C@@H](C)CO)C[C@@H]2C)cc1
-2[16.7 µM] | 2.6 | C/C=C/c1ccc2c(c1)[C@@H]1[C@@H](CCN1C(=O)Cc1ccncc1)[C@@H](CO)N2C
0[16.7 µM] | 4.8 | Cc1noc(C)c1S(=O)(=O)Nc1ccc2c(c1)C(=O)N([C@@H](C)CO)C[C@@H](C)[C@H](CN(C)C(=O)CCCN(C)C)OCCCC[C@H](C)O2
-1[16.7 µM] | 0.9 | O=C([C@H]1N[C@H]2c3ccc(C4=CCCCC4)c(=O)n3C[C@H]2[C@@H]1CO)N1CCc2ccccc2C1
13 | -5.3 | CCN(CC)S(=O)(=O)c1cc(C(=O)Nc2ccccc2[N+](=O)[O-])ccc1Cl
21[16.7 µM] | 0.6 | CCN(C[C@@H]1[C@@H](c2ccccc2)[C@@H](CO)N1CC1CC1)C(=O)c1ccccn1
6[16.7 µM] | -1.8 | C[C@@H]1CN([C@H](C)CO)C(=O)c2cc(NC(=O)c3ccccc3)ccc2O[C@@H](C)CCCCO[C@@H]1CN(C)Cc1ccncc1
109* | 0.4 | O=C1N=C(N2CCc3ccccc3C2)S/C1=C\c1cccc(O)c1
-8[16.7 µM] | -0.7 | C[C@@H]1CN([C@@H](C)CO)C(=O)c2cc(NS(=O)(=O)c3ccccc3)ccc2O[C@H]1CN(C)S(=O)(=O)c1ccc(Cl)cc1
9[16.7 µM] | 0.6 | CNC[C@@H]1Oc2cc(-c3ccccc3F)ccc2S(=O)(=O)N([C@@H](C)CO)C[C@@H]1C
17[16.7 µM] | -1.5 | CC(C)C#Cc1ccc2c(c1)O[C@@H](CN(C)C(=O)C1CCC1)[C@H](C)CN([C@H](C)CO)S2(=O)=O
-7[16.7 µM] | -2.5 | COc1ccc(NC(=O)N(C)C[C@@H]2Oc3ccc(NS(=O)(=O)c4ccc(C)cc4)cc3CC(=O)N([C@@H](C)CO)C[C@@H]2C)cc1
-6[16.7 µM] | 2.2 | C[C@H](CO)N1C[C@H](C)[C@H](CN(C)S(=O)(=O)c2ccc(F)cc2)Oc2ncc(C#Cc3ccc(F)cc3)cc2C1=O
-2[16.7 µM] | 0.4 | CCCNC(=O)Nc1ccc2c(c1)C(=O)N(C)C[C@H](OC)[C@H](C)CN(CC1CCCC1)[C@@H](C)CO2

# Additional entries
miR-122 sensor | F508del corr | Molecule
-4[16.7 µM] | -4.3 | C[C@@H]1CN([C@H](C)CO)C(=O)c2cc(NS(=O)(=O)c3cn(C)cn3)ccc2O[C@@H]1CN(C)S(=O)(=O)c1cn(C)cn1
-3[16.7 µM] | 1.0 | COCC(=O)N1[C@@H]2CN(C(=O)c3ccncc3)c3ccccc3[C@@H]2[C@@H]1CO
-4[16.7 µM] | 1.9 | C[C@@H]1CCCCO[C@@H](CN(C)C(=O)Nc2ccccc2)[C@H](C)CN([C@H](C)CO)C(=O)c2cc(N(C)C)ccc2O1
-2[16.7 µM] | -1.0 | C[C@H](CO)N1C[C@H](C)[C@H](CN(C)Cc2cncnc2)Oc2cc(C#CC3CC3)ccc2S1(=O)=O
4[16.7 µM] | 0.8 | CNC[C@@H]1Oc2c(NC(=O)C3CC3)cccc2C(=O)N([C@@H](C)CO)C[C@H]1C
14 | -4.7 | Cc1cccc(NC(=O)c2nc[nH]c2C(=O)N2CCC(C)CC2)c1
-4[16.7 µM] | -2.2 | CO[C@@H]1CN(C)C(=O)c2cc(NC(=O)c3ccccc3)ccc2OC[C@@H](C)N(C(=O)CN(C)C)C[C@H]1C
-2[16.7 µM] | -2.5 | CC(C)NC(=O)Nc1ccc2c(c1)C(=O)N([C@H](C)CO)C[C@@H](C)[C@H](CN(C)Cc1ccccc1)OCCCC[C@H](C)O2
3 | -1.7 | CCOC(=O)C1Nc2c(cc(C(F)(F)F)cc2[N+](=O)[O-])C2c3ccccc3CC12 (configuration not stated)
-2 | 3.4 | COC(=O)C1=C(C(=O)OC)[C@@H]2Nc3ccccc3[C@@]23C[C@@H](C(=O)OC)N(C(=O)c2cc(C)oc2C)C3=N1
-2[16.7 µM] | 5.5 | C[C@@H]1CN([C@@H](C)CO)C(=O)Cc2cc(NC(=O)Nc3ccc(C(F)(F)F)cc3)ccc2O[C@@H]1CN(C)S(=O)(=O)c1ccc(F)cc1
-11[16.7 µM] | 1.2 | O=C(Cc1ccccc1)N1CC[C@@H]2[C@H]1c1cc(-c3ccc(F)cc3)ccc1N[C@@H]2CO
5[16.7 µM] | 0.8 | C[C@H](CO)N1C[C@H](C)[C@H](CN(C)C)OCCCC[C@H](C)Oc2ccc(NS(=O)(=O)c3ccccc3)cc2C1=O
5[16.7 µM] | 0.1 | COc1cccc(S(=O)(=O)N2CC[C@@H]3[C@@H](CO)Nc4ccc(Br)cc4[C@@H]32)c1
1[16.7 µM] | 0.4 | C[C@H](CO)N1C[C@H](C)[C@@H](CN(C)Cc2ccc(C(=O)O)cc2)Oc2c(NC(=O)Nc3ccc(C(F)(F)F)cc3)cccc2C1=O

# (further entries)
miR-122 sensor | F508del corr | Molecule
1[16.7 µM] | 2.8 | COc1cccc(S(=O)(=O)N2CCCCN3[C@H](CO)[C@@H](c4ccc(C#CCC(C)C)cc4)[C@H]3C2)c1
-1[16.7 µM] | -1.3 | Cc1noc(C)c1NC(=O)Nc1ccc2c(c1)C(=O)N([C@H](C)CO)C[C@@H](C)[C@@H](CN(C)S(=O)(=O)c1ccccc1)O2
0[16.7 µM] | 1.7 | C[C@@H]1CN([C@H](C)CO)C(=O)c2cc(NC(=O)Nc3ccccc3)ccc2O[C@H]1CN(C)C(=O)Nc1ccc2c(c1)OCO2
-4[16.7 µM] | -4.0 | C[C@@H]1CN([C@H](C)CO)C(=O)Cc2cc(NC(=O)Nc3ccc(F)cc3)ccc2O[C@@H]1CN(C)S(=O)(=O)c1cn(C)cn1
-9[16.7 µM] | -2.0 | C[C@H]1CCCCO[C@@H](CN(C)CC2CC2)[C@@H](C)CN([C@@H](C)CO)C(=O)c2cc(NC(=O)Nc3ccc(F)cc3)ccc2O1
-5[16.7 µM] | -3.8 | C/C=C/c1cnc2c(c1)C(=O)N([C@@H](C)CO)C[C@@H](C)[C@H](CN(C)C(=O)C1CCC1)O2
4[16.7 µM] | -0.9 | C[C@@H]1CCCCO[C@@H](CN(C)Cc2ccc3c(c2)OCO3)[C@@H](C)CN([C@@H](C)CO)C(=O)c2cc(N(C)C)ccc2O1
-3[16.7 µM] | 2.5 | C[C@H](CO)N1C[C@H](C)[C@H](CN(C)Cc2ccc(C(=O)O)cc2)Oc2ccc(N(C)C)cc2C1=O
2[16.7 µM] | -0.1 | C[C@@H]1CN([C@@H](C)CO)C(=O)CCCn2cc(nn2)CO[C@@H]1CN(C)Cc1cccnc1
0[16.7 µM] | -2.4 | COc1ccc(NC(=O)N(C)C[C@H]2Oc3ccc(NS(=O)(=O)c4ccc(C)cc4)cc3C(=O)N([C@H](C)CO)C[C@H]2C)cc1
-4[16.7 µM] | -0.1 | O=C(NCC1CCCCC1)[C@H]1[C@H](CO)[C@H]2Cn3c(ccc(C4=CCCC4)c3=O)[C@@H]1N2
-3[16.7 µM] | -0.6 | C[C@H](CO)N1C[C@H](C)[C@@H](CN(C)C(=O)c2ccncc2)Oc2ncc(-c3ccc(F)cc3)cc2C1=O
12[16.7 µM] | 1.6 | CO[C@@H]1CN(C)C(=O)c2cc(NC(=O)C3CCOCC3)ccc2OC[C@H](C)N(C(=O)c2ccccc2)C[C@H]1C
-7[16.7 µM] | 2.4 | COc1ccc(NC(=O)N(C)C[C@@H]2Oc3c(NC(=O)Nc4ccc(C(F)(F)F)cc4)cccc3C(=O)N([C@H](C)CO)C[C@H]2C)cc1
